Screening data (PubChem)
TRHR PAM: qHTS for Small Molecule Agonists and Allosteric Enhancers of Human TRH Receptor: Primary Screen for Enhancers; Thyrotropin-releasing hormone receptor (Homo sapiens), P34981; actives 0.66% (n = 360,000); TRHR cells, fluo-8 calcium fluorescence, EC20 TRH enhancement; enhancement, % at 2 µM; in the data active means enhancement above about 30%; further: 0% is about no effect
Target sequence (P34981 whole entry, looked up): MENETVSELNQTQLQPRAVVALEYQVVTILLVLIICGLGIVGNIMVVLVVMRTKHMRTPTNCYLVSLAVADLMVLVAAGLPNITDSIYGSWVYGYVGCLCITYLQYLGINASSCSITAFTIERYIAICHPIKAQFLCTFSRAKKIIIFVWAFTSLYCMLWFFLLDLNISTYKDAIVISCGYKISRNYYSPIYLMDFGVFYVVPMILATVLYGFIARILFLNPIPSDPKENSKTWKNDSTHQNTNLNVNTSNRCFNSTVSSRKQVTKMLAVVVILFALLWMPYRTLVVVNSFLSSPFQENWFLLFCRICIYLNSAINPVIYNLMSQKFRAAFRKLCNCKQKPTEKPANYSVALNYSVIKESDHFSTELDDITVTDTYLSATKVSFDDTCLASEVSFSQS
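Enhancer read-out: after compound pinning and an initial kinetic agonist-mode read, an EC20 of TRH (10 nM final) was injected and fluo-8 calcium signal (Ex 480/Em 530) followed at 1 s/cycle for 100 cycles in TRHR-expressing cells.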
D2 ag: HTS Assay for Allosteric Agonists of the Human D2 Dopamine Receptor: Primary Screen for Agonists. HEK293 T-REx D2 cells, calcium flux agonist mode. activation, % at 2 µM. actives 0.53% (n = 340,000). AID 485358, 2010. D(2) dopamine receptor (Homo sapiens), P14416;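 active means activation over 3 SD above normal in the single-dose calcium agonist read, cut at about 30% in these data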; further: 0% is about no effect
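In this primary screen, compounds producing a positive calcium signal within 180 s of addition to tetracycline-induced, force-coupled HEK293 Trex D2 cells are flagged; cells are dye-loaded with a no-wash calcium kit beforehand.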
D2 potentiator: HTS Assay for Positive Allosteric Modulators of the Human D2 Dopamine Receptor: Primary Screen for Potentiators | D(2) dopamine receptor (Homo sapiens), P14416 | HEK293 T-REx D2, calcium flux, EC20 dopamine potentiation | potentiation, % at 10 µM | actives 0.34% (n = 340,000) | AID 485347, 2010;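 active means potentiation over 3 SD above the plate norm, cut at about 30% in these data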; further: 0% is about no effect
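Using a no-wash calcium dye in inducible, force-coupled HEK293 Trex cells expressing D2, we tracked fluorescence each second for 180 s after compound, then for 180 s after EC20 dopamine to detect augmented signalling.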
D1 ag: Allosteric Agonists of the Human D1 Dopamine Receptor: qHTS | D(1A) dopamine receptor (Homo sapiens), P21728 | actives 1% (n = 360,000) | activation, % at 2 µM | HEK293 T-REx D1 cells, calcium flux, agonist mode; in the data active means activation above about 30%; further: 0% is about no effect
Target sequence (P21728 whole entry, looked up): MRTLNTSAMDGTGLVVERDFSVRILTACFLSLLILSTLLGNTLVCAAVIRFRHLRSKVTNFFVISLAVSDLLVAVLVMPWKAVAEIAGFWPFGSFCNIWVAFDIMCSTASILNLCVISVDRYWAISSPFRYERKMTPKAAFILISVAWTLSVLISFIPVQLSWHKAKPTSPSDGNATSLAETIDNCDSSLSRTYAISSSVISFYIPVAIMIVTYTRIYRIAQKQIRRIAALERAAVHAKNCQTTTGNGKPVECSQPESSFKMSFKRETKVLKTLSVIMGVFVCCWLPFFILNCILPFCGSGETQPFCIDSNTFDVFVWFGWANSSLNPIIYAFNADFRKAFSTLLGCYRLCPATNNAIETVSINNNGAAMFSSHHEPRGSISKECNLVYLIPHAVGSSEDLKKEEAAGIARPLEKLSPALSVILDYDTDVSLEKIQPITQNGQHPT
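Tetracycline-induced HEK293 TREx D1 cells, force-coupled to calcium signalling, were dye-loaded with a no-wash calcium kit. Compound was pin-added after a 10 s baseline. Fluorescence was read kinetically at 1 cycle/s for 180 s, with calcium rises flagged as agonism.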
RXFP1 ag: qHTS Assay for Agonists of the Relaxin Receptor RXFP1. Potency, µM (highest dose often 57.5 µM), inactives show at the top dose activation, hits mostly activators. actives 0.3% (n = 370,000). HEK293T-RXFP1 cAMP TR-FRET, 30 min; response scale: percent of porcine relaxin response, buffer zero. Relaxin receptor 1 (Homo sapiens), Q9HBX9; active means well fitted activation curve with a large enough effect; further: potency means the concentration at half of the fitted maximal effect; on the % scale 0 is the no-effect control and ±100 the full control effect; nearly all actives have a fitted effect of over 60% in size; many of its hits are not listed in these tables
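cAMP rise read by TR-FRET after 30 min, 37C compound exposure (up to 58 uM) in RXFP1-transfected HEK293 cells with Ro 20174 present. EC50 from Hill-equation fits, with 29 nM porcine relaxin as 100% and buffer as basal.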
D1 antagonist: Antagonist of Human D 1 Dopamine Receptor: qHTS | D(1A) dopamine receptor (Homo sapiens), P21728 | HEK293 TREx D1 cells, calcium flux, dopamine EC80; active compounds read low | activity change, negative = inhibition, % at 10 µM | actives 3.2% (n = 360,000); in the data active means activity change below about -30%; further: on the % scale 0 is the no-effect control and ±100 the full control effect
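Tetracycline-induced HEK293 T-REx cells with force-coupled D1 receptor were loaded with a no-wash calcium dye. Compound was added after a 10 s baseline and read kinetically for 180 s; EC80 dopamine was then added and calcium flux followed another 180 s.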
D1 potentiator: Potentiators of Human D1 Dopamine Receptor: qHTS | D(1A) dopamine receptor (Homo sapiens), P21728 | HEK293 TREx D1 cells, calcium flux, dopamine EC20 potentiation | potentiation, % at 10 µM | actives 0.036% (n = 360,000); in the data active means potentiation above about 30%; further: 0% is about no effect
RXFP1 antag: qHTS Assay for Antagonists of the Relaxin Receptor RXFP1 | Relaxin receptor 1 (Homo sapiens), Q9HBX9 | HEK293-RXFP1, relaxin-stimulated cAMP HTRF, 30 min; active compounds read low | activity change, negative = inhibition, % at 57.5 µM | actives 0.59% (n = 350,000);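 active means activity change of -60% or lower, but not beyond a set lower limit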; further: on the % scale 0 is the no-effect control and ±100 the full control effect
D2 antagonist: HTS Assay for Allosteric Antagonists of the Human D2 Dopamine Receptor: Primary Screen for Antagonists | HEK293 TREx D2 cells, calcium flux, dopamine EC80 | actives 2% (n = 340,000) | inhibition, % at 10 µM | D(2) dopamine receptor (Homo sapiens), P14416 | AID 485344, 2010; in the data active means inhibition above about 30%; further: 0% is about no effect
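HEK293 T-REx D2 cells, tet-induced, calcium dye no-wash. Cpd pintool add, 180 s kinetic, then EC80 DA, 180 s kinetic. Ca flux read.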
An asterisk follows results filed as active; . = not tested or not shown.

SMILES	TRHR PAM	D2 ag	D2 potentiator	D1 ag	RXFP1 ag	D1 antagonist	D1 potentiator	RXFP1 antag	D2 antagonist
CCOC(=O)c1c(NC(=O)c2cc(Cl)ccc2Cl)sc2c1CCCC2	-6.9	0.5	-7.3	0.9	3.3%	-12.6	2.2	-3.9	.
N#C/C(=C1/CCCCCN1)c1nc2ccccc2[nH]1	-1.3	-1.3	10.3	0.3	0.3%	-11.6	3.1	1.7	5.9
Cn1nc(C(F)(F)F)cc1-c1ccc(/C=C(\C#N)C(=O)c2cccc(C(F)(F)F)c2)s1	-9.7	0.5	-4.2	3.7	2.1%	-1.5	-0.8	6.3	16.9
Cc1cccc(NC(=S)NCc2ccc3c(c2)OCO3)c1C	1.1	0.5	-5.9	-0.7	5.6%	3.6	0.4	18.0	-4.6
O=C(Cc1cccs1)Nc1c(C(=O)Nc2ccc(F)cc2)oc2ccccc12	0.0	-1.0	0.3	26.2	-1.4%	-16.6	-2.9	.	.
Cc1ccc(CCC(=O)Nc2ncc(Cc3cc(Cl)ccc3Cl)s2)o1	-6.4	2.8	2.3	10.0	7.2%	-10.0	3.4	-15.9	18.1
CCOC(=O)C1(CCOc2ccccc2)CCN(Cc2cnc(C)s2)CC1	2.1	1.1	-20.7	7.0	3.2%	-12.3	-1.8	3.5	5.8
O=[N+]([O-])c1nn(-c2ccc(Cl)cc2)n(O)c1=NCc1ccccc1Cl	0.5	-0.2	-12.7	2.6	2.1%	-3.7	3.1	-17.5	2.3
Cc1ccc(S(=O)(=O)N2CCC(C(=O)NCCc3ccc(S(N)(=O)=O)cc3)CC2)cc1	3.2	0.4	11.7	0.7	1.3%	10.1	10.8	9.2	-8.1
CC(C)(C)NCC(O)COc1ccccc1C1CCCC1 (stereo not given)	0.5	-0.9	-13.7	31.1*	0.0%	-15.9	-4.4	.	13.9
Cc1cccc(CCNC(=O)C2CCN(S(=O)(=O)c3cccc4nsnc34)CC2)c1	-6.8	-1.2	1.6	-0.9	0.7%	-1.1	1.9	-16.5	-14.6
Cc1ccc(Cl)cc1NC(=O)c1cc2c(=O)n3cccc(C)c3nc2n1C	7.2	-0.8	-3.5	2.7	5.7%	-0.5	-2.2	0.9	.
Cc1ccc(NC(=O)c2ccccc2N(C)S(=O)(=O)c2ccccc2)c(C)c1	22.1	-0.5	-2.6	2.3	-0.8%	9.9	-7.8	-5.4	-0.7
COc1cccc(/C=N/n2cnnc2)c1OCc1ccccc1	1.8	1.0	-10.3	-0.9	2.8%	.	-1.7	-14.9	-3.7
Cc1nn(CC(=O)NCc2ccc(Cl)cc2)c(C)c1[N+](=O)[O-]	-9.0	0.0	-10.6	5.5	1.4%	-19.6	-3.9	.	7.7
OC(CN1CCOCC1)CN1CCOCC1	-2.7	0.7	10.7	3.6	0.9%	0.8	-11.8	3.7	12.4
COc1cc(NC(=S)N2CCCC(CO)C2)c(OC)cc1Cl (stereo not given)	0.4	0.3	-5.1	0.3	1.0%	0.4	-6.2	-8.0	5.1
CC1(C)Oc2ccc3ccc(=O)oc3c2/C(=C/N)C1=O	18.1	1.4	6.9	-0.4	-0.8%	-4.8	-4.0	-4.7	1.5
COc1ccc(CN2CCC(n3nccc3NC(=O)C3CCCC3)CC2)c(OC)c1	4.3	0.3	4.5	0.2	-0.3%	-19.0	-4.8	3.2	-4.9
CCOC(=O)C1CCN(C(=O)c2ccc(NC(=O)c3nsc4ccccc34)cc2)CC1	0.3	-0.7	-9.3	2.3	-0.3%	-15.4	-2.0	-9.5	.
COC(=O)Cn1c(O)c(N=NC(=O)c2ccc3c(c2)OCO3)c2ccccc21	-3.1	0.1	5.3	0.4	-2.4%	-34.9*	2.5	7.6	12.3
COc1ccc(-c2ccccc2)cc1NCc1ccccc1C	-2.6	.	.	-0.5	-1.0%	1.6	-9.1	2.0	.
Cn1c(=O)c2c(nc(SCCCO)n2Cc2ccccc2Cl)n(C)c1=O	1.1	-1.2	15.8	1.7	1.8%	23.7	0.3	-1.7	-3.0
CCOC(=O)c1cccc(NC(=O)C2CCCN(S(=O)(=O)c3ccc4c(c3)oc(=O)n4C)C2)c1 (stereo not given)	4.1	-0.5	-8.0	0.2	12.4%	-17.7	0.1	.	.
Cc1ccc(C(=O)NNC(=S)NC(=O)COc2ccccc2)cc1	-4.0	0.3	-9.2	-3.3	0.1%	-18.0	-4.5	-11.1	-16.3
Cc1ccc(NC(=O)Nc2nnc(SCC(=O)N3CCC(C)CC3)s2)cc1	-5.1	-0.7	-4.4	1.0	0.2%	.	-2.3	-8.0	.
CCC(=O)Nc1ccc(NC(=O)CSc2nnnn2-c2ccc3c(c2)OCCO3)cc1	-16.6	2.1	-7.9	2.3	-1.7%	-4.6	1.3	4.0	-16.2
CCC(C)(C)NC(=O)CN(C(=O)CCC(=O)Nc1nccs1)c1ccc(C)cc1	2.0	-0.5	11.4	4.1	-0.2%	-15.5	-6.8	-1.0	-10.3
c1cncc(-c2nc(-c3cccs3)cs2)c1	-4.9	-1.2	-4.1	-0.1	1.5%	-5.4	2.1	7.2	-33.3
CC(NC(=O)c1ccc2c(c1)OCO2)C(c1cccs1)N1CCN(c2ccccc2)CC1 (stereo not given)	-1.9	42.8*	-24.2	2.3	-0.8%	13.3	0.2	-4.0	-7.5
CCN(C(=O)c1cc2c(=O)n3ccccc3nc2s1)C1CCCCC1	8.1	1.2	3.9	4.8	27.6%	7.1	.	-2.2	0.7
CCC(=O)N1CCc2cc(Br)cc(S(=O)(=O)N3CCCC(C(=O)Nc4ccc(C)c(F)c4)C3)c21 (stereo not given)	5.4	0.1	17.8	0.6	0.1%	3.5	-0.3	.	.
CCOC(=O)CC(NC(=O)c1ccco1)c1ccc(C)cc1 (stereo not given)	0.7	-1.4	5.1	0.8	2.2%	-0.1	0.8	7.5	9.6
Fc1ccc(F)c(Nc2c3c(nc4ccc(Cl)cc24)CCC3)c1	43.3*	-0.8	-13.0	3.5	-1.5%	-7.2	-4.4	.	.
O=C(CCn1c(=O)[nH]c2ccsc2c1=O)Nc1ccc(F)c(F)c1	13.1	-0.1	15.5	8.3	0.1%	-6.4	-6.5	2.0	-5.6
O=C(O)/C(=C/c1ccco1)NC(=O)c1ccccc1	-2.2	0.9	0.5	6.7	1.4%	-15.6	-0.7	-1.9	33.7*
COc1cc(/C=N/n2cnnc2)ccc1OS(=O)(=O)c1ccccc1[N+](=O)[O-]	-1.3	-0.3	2.4	-0.2	0.1%	-10.4	-8.3	-3.1	6.4
Cc1c(-c2ccccc2)c(=O)oc2c(CN3CCOCC3)c(O)ccc12	-0.8	1.0	0.4	-0.1	19.5%	0.6	1.4	-2.9	.
O=c1cc(N2CCCCC2)c(-c2ccccc2)nn1Cc1ccccc1	6.7	-2.9	3.6	15.1	0.3%	0.8	-2.9	-119.7*	14.3
CCCCOCCCNC1=NCCCCC1	23.9	-0.4	13.8	1.9	-1.4%	17.2	6.2	4.0	-13.3

Part of the list above in order of length of the SMILES, ascending:
SMILES	TRHR PAM	D2 ag	D2 potentiator	D1 ag	RXFP1 ag	D1 antagonist	D1 potentiator	RXFP1 antag	D2 antagonist
CC(C)(C)NCC(O)COc1ccccc1C1CCCC1 (stereo not given)	0.5	-0.9	-13.7	31.1*	0.0%	-15.9	-4.4	.	13.9
CCC(=O)Nc1ccc(NC(=O)CSc2nnnn2-c2ccc3c(c2)OCCO3)cc1	-16.6	2.1	-7.9	2.3	-1.7%	-4.6	1.3	4.0	-16.2
CCOC(=O)C1CCN(C(=O)c2ccc(NC(=O)c3nsc4ccccc34)cc2)CC1	0.3	-0.7	-9.3	2.3	-0.3%	-15.4	-2.0	-9.5	.
Cc1ccc(S(=O)(=O)N2CCC(C(=O)NCCc3ccc(S(N)(=O)=O)cc3)CC2)cc1	3.2	0.4	11.7	0.7	1.3%	10.1	10.8	9.2	-8.1
CCOC(=O)c1cccc(NC(=O)C2CCCN(S(=O)(=O)c3ccc4c(c3)oc(=O)n4C)C2)c1 (stereo not given)	4.1	-0.5	-8.0	0.2	12.4%	-17.7	0.1	.	.

(more compounds)
SMILES	TRHR PAM	D2 ag	D2 potentiator	D1 ag	RXFP1 ag	D1 antagonist	D1 potentiator	RXFP1 antag	D2 antagonist
NNC(=O)COc1ccccc1[N+](=O)[O-]	11.4	-0.3	-2.7	0.2	0.4%	-4.1	-4.5	9.9	14.9
COCC(C)n1c(SCC(=O)N2CCCCC2)nc2ccccc2c1=O (stereo not given)	2.3	0.1	0.2	0.1	0.0%	5.4	-1.8	6.1	4.4
O=C(NC1CCCCC1)c1ccc(CNc2nc(=S)[nH]c3ccccc23)cc1	-2.7	-0.2	-9.9	4.0	0.1%	-26.2	-1.8	-80.8*	9.7
CN(C)S(=O)(=O)c1cccc(NC(=O)/C=C/c2ccc(S(=O)(=O)N3CCOCC3)cc2)c1	4.0	-2.4	9.3	12.4	-0.3%	-2.1	.	-26.1	10.8
Cc1ccc(C(=O)NC2CC3CCC(C2)N3Cc2ccco2)cc1 (stereo not given)	3.7	0.1	-26.2	0.2	-1.0%	-69.5*	-28.1	2.9	21.4
COc1ccc(C(CC(=O)N2CCN(c3ccccc3)CC2)c2c(O)cc(OC)cc2OC)cc1 (stereo not given)	1.3	-0.1	10.6	3.2	0.0%	29.6	3.8	.	-23.9
Cc1cccc(NC(=S)NC(=O)/C=C/c2ccccc2)n1	-5.8	-0.3	-3.1	-0.2	0.6%	11.5	5.8	-6.2	2.8
CCOC(=O)CSc1nc2ccc(N3CCOCC3)cc2c(=O)n1Cc1ccc2c(c1)OCO2	-0.5	0.0	12.2	0.0	4.6%	6.4	-0.3	.	-3.0
CC(C)C(=O)N1CCN(c2ccccc2NC(=O)c2cc([N+](=O)[O-])ccc2N2CCOCC2)CC1	-12.5	0.9	10.5	-2.2	-0.9%	.	-2.9	-2.0	13.7
O=C(C[n+]1ccccc1)Nc1ccccc1[N+](=O)[O-]	2.5	-0.9	-4.8	2.2	-0.3%	-4.6	-2.2	5.7	8.4
Cc1ccc(/C(N)=N/OC(=O)c2ccc3ccccc3c2)cc1	1.1	0.9	-2.4	3.7	1.1%	7.3	3.5	2.8	-21.0
CN(C)CCNC(=O)c1cc2c(=O)n(C)c3ccccc3c2n1C	11.0	1.6	32.6*	5.6	1.5%	15.3	.	-13.4	8.9
O=C(COc1ccccc1)Nc1nc(-c2cccnc2)cs1	2.0	-0.1	7.7	3.9	0.1%	3.1	.	2.8	-8.7

Only part of the results is shown; the hit share may differ from the screen's.
